Source: PubChem (several laboratories)
MrgX1 ag = agonists of human MrgX1 receptor. Q96LB2. MrgX1-HEK293 cells, Fluo-4 calcium fluorescence, agonist mode; stronger effect = higher value. B-score at 10 µM. 310,000 tested, 0.44% active. AID 588627;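 active = calcium response B-score plate-corrected fluorescence ratio at least 3 library SD, with starting fluorescence B-score inside 5 SD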
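System – MrgX1-expressing HEK293 cells · Incubation – cells plated overnight, dye loaded 0.5 h 37 °C, 0.5 h room temperature · Technique – kinetic Fluo-4 NW fluorescence of intracellular calcium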
TRPC6 inh = mouse TRPC6 channel inhibition; HEK293-TRPC6, membrane potential dye, ACh-evoked depolarization; stronger effect = lower value; B-score at 10 µM; 310,000 tested, 1.1% active;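 active = B-score under library mean minus 3 SD, initial fluorescence not abnormally high, positive integrated signal ratio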;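 also: B-score derived from integrated fluorescence ratio over the kinetic read; more negative B-score means stronger inhibition of depolarization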
TRPC4 agonist = opens the mouse TRPC4 cation channel | 310,000 tested, 0.49% active | Q9QUQ5 | B-score at 10 µM | AID 2237 | HEK293 TRPC4beta/mu-opioid, Fluo4 calcium fluorescence; stronger effect = higher value;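 active = B-score above 5 SD of library B-scores, and initial fluorescence ratio not above library mean plus 5 SD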;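 also: positive B-score marks a calcium rise read as TRPC4 activation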
Target sequence (Q9QUQ5 whole entry, looked up): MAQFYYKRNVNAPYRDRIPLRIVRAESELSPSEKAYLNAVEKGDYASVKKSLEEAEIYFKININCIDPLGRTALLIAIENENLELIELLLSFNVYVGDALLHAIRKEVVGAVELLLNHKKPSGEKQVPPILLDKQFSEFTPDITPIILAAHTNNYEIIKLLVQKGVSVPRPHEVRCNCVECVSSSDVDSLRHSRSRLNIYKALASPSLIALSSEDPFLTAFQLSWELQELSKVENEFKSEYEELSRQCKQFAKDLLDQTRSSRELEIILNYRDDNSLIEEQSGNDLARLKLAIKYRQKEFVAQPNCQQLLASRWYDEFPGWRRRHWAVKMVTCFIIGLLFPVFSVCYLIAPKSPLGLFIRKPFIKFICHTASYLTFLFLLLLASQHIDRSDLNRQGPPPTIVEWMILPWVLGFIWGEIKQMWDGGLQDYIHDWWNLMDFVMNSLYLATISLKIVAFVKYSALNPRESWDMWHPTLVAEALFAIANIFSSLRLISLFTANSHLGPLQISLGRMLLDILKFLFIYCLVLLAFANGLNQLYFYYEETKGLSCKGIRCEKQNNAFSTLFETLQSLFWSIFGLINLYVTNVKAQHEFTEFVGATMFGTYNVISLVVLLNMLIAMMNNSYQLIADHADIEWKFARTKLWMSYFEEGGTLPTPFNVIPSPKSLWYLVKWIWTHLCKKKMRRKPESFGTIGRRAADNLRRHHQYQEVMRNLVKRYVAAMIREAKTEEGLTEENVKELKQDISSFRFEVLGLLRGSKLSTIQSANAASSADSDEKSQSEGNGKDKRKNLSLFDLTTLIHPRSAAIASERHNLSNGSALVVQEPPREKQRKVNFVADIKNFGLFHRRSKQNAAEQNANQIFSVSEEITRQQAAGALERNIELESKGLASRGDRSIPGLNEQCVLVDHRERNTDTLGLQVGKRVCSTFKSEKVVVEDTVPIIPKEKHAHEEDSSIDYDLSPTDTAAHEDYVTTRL
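System – HEK293 cells stably co-expressing mouse TRPC4beta and mu-opioid receptor · Signal – Fluo4 calcium-sensitive dye fluorescence, kinetic, 1 Hz baseline · Benchmarks – buffer (low) and maximal DAMGO (high) · Read-out – B score of integrated fluorescence ratio per well · Incubation – dye loading 45 min room temperature, 110 s kinetic read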
TRPC6 activator = activates the mouse TRPC6 cation channel; B-score at 10 µM; 310,000 tested, 0.13% active; AID 2550; HEK293-TRPC6 membrane potential dye fluorescence; stronger effect = higher value; Q61143;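 active = B-score of the integrated fluorescence ratio above library mean plus 3 SD, and starting fluorescence ratio within library mean plus 5 SD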;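 also: higher score means more depolarization so channel activation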
MrgX1 PAM = allosterically activates human MrgX1 receptor signaling; Q96LB2; MrgX1-HEK293, Fluo-4 calcium flux, FDSS; stronger effect = higher value; B-score at 10 µM; 310,000 tested, 0.63% active;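 active = plate-corrected calcium response at least 3 library SD above typical, normal starting fluorescence, not activating the receptor alone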;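 also: compound read alongside a low EC10 to EC30 dose of BAM8-22 agonist; peak minus trough fluorescence over baseline measured at the second addition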
TRPC4 inh = TRPC4 (mouse) channel inhibition | HEK293 TRPC4beta/mu-opioid, DAMGO-evoked Fluo4 calcium flux; stronger effect = lower value | B-score at 10 µM | 300,000 tested, 0.39% active;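 active = B-score over 3 SD under the library average, no early fluorescence shift, positive overall ratio signal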
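Assay system: TRPC4beta/mu-opioid receptor HEK293 cell line; compound dosing: single concentration per test compound; detection: Fluo4 Ca2+ flux fluorescence; evaluation: per-well B score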
PolyA inh = yeast polyadenylation inhibition | 300,000 tested, 0.02% active | AID 1875 | calls only at 12 µM | S. cerevisiae SKY197-pL101 polyadenylation reporter, beta-gal luminescence; efflux-impaired pdr1/pdr3 knockout yeast; score 100 = 6 SD above DMSO;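 active = lowest replicate activity score at least 50, where 100 means six control SD above control mean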;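 also: yeast exposed to compound for 9 h at 30 °C; higher score means more reporter readthrough which indicates perturbed polyadenylation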
MrgX1 antagonist = blocks BAM8-22 activation of human MrgX1 receptor; MRGX1-HEK293 calcium flux, Fluo-4, BAM8-22 antagonism; stronger effect = lower value; Q96LB2; B-score at 10 µM; 310,000 tested, 1.3% active;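 active = calcium-response B-score plate-corrected more than 3 library SD below zero, starting fluorescence within 5 deviations, no agonist response on first addition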;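 also: peak minus trough fluorescence over baseline after final BAM8-22 challenge near maximal dose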
HIF activator = HIF pathway transcriptional activation | U2OS HRE-luciferase reporter, luminescence; normalized: DMSO 0%, desferrioxamine 100% | 300,000 tested, 0.32% active | activation, % at 7.5 µM (by protocol);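 active = mean activation of at least 10% of the iron chelator positive control signal, with at least half of replicates also reaching 10%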
TRPC4 PAM = TRPC4 (mouse) allosteric potentiation | Q9QUQ5 | HEK293 TRPC4beta/mu-opioid, DAMGO EC20, Fluo-4 Ca2+ flux; stronger effect = higher value | B-score at 10 µM | 310,000 tested, 0.42% active | AID 2227;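 active = B-score of calcium response area above 5 SD of library B-scores, with initial fluorescence ratio within 5 SD of library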;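 also: B-score of integrated fluorescence ratio over time as area under calcium response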
AI-2 QS mod = modulators of Vibrio harveyi AI-2 quorum sensing system. Vibrio harveyi JMH597 AI-2 luminescence/OD600 ratio, 9 h; stronger effect = lower value; strain lacks LuxN and CqsS sensors; 0 = neutral-control median. activity change, % at 7.5 µM. 300,000 tested, 0.4% active; in the data active = activity change below about -75%, passing the limit was not always enough;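 also: luminescence divided by OD600 gain over 9 h not by final OD600 alone; inactives centre near 13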
Active calls of the source: *; i = inactive; nt = no result given.

Molecule | MrgX1 ag | TRPC6 inh | TRPC4 agonist | TRPC6 activator | MrgX1 PAM | TRPC4 inh | PolyA inh | MrgX1 antagonist | HIF activator | TRPC4 PAM | AI-2 QS mod
Cc1nn(C)c(Cl)c1CN1CCN(C2CCCC2)C(CCO)C1 (configuration not stated) | i | i | i | i | i | i | i | -10.5* | -0.3 | i | 5.8
CCOc1nc2cnccc2n(CC(=O)Nc2cccc(C)c2C)c1=O | i | i | i | i | i | i | i | i | -0.1 | i | 1.8
O=C(Nc1ccc(Cl)cc1C(=O)NCc1cccnc1)c1ccc(Cl)cc1Cl | i | i | i | i | i | i | i | i | 0.5 | i | 10.6
CCOC(=O)c1ccc(NC(=O)CCc2ccc(CC)o2)cc1 | i | -11.8* | i | i | i | i | i | i | 0.2 | i | -14.2
COc1ccc(C2C3=C(CCCC3=O)Nc3nc(SCc4ccccc4)nn32)cc1OC (configuration not stated) | i | i | i | i | i | i | i | i | -0.9 | i | 4.6
COc1cc(OC)cc(C(=O)Nc2c(C)nn(-c3ccccc3)c2C)c1 | i | i | i | i | i | i | i | i | -0.4 | i | 4.9
O=C(Cn1cnc2cc([N+](=O)[O-])ccc2c1=O)Nc1ccccc1-c1ccccc1 | i | i | i | i | i | i | i | i | -1.1 | i | 11.6
CC(C)CC(NC(=O)OC(C)(C)C)c1cn([C@@H](CCCCNC(=O)OC(C)(C)C)C(=O)N2CCN(C(=O)OC(C)(C)C)CC2)nn1 (some centres not stated) | i | i | i | i | i | i | i | i | 1.5 | i | 18.7
Cc1ccc(OCCCCNC(C)(C)C)c([N+](=O)[O-])c1 | i | i | i | i | i | i | i | i | 0.2 | i | 10.7
Cc1ccc(Cc2cc(-c3ccc(C)cc3)n[nH]c2=O)cc1 | i | i | i | i | i | i | i | i | 2.3 | i | 4.2
Cc1ccc(OCC(O)CNS(=O)(=O)c2ccccc2C(=O)N2CCCCC2)cc1 (configuration not stated) | i | i | i | i | i | i | i | i | 0.4 | i | 53.7
Cc1cc(Cl)ccc1OCC(=O)NCCCn1ccnc1 | i | i | i | i | i | i | i | i | 0.0 | i | 18.3
CCCc1cc(-c2n[nH]c(=S)n2C(C)c2ccccc2)cs1 (configuration not stated) | i | i | i | i | i | i | i | i | 0.1 | i | -0.6
Cc1ccc(NC(=O)COC(=O)c2cccc3c2C(=O)c2ccccc2C3=O)c(C)c1 | i | i | i | i | i | i | i | i | 0.9 | i | -3.6
Cc1c(N=Cc2nc3ccccc3[nH]2)c(=O)n(-c2ccccc2)n1C | i | i | i | i | i | i | i | i | 0.3 | i | -6.4
CCOC(=O)N1CCC(N2CCCC(C(=O)c3cc(C)c(OC)c(C)c3)C2)CC1 (configuration not stated) | i | i | i | i | i | i | i | i | -0.4 | i | 8.5
Cn1c(=O)[nH]c(=O)c2c1nc(Br)n2Cc1cccc(Br)c1 | i | i | i | i | i | i | i | i | -0.7 | i | 37.6
CCOC(=O)C1CC(C)=C(C)CC1C(=O)O (configuration not stated) | i | i | i | i | i | i | i | i | -0.6 | i | 16.7
O=C(COc1ccc2ccccc2c1)NC1CC1 | i | i | i | i | i | i | i | i | 5.1 | i | 23.7
Cn1c(SCc2n[nH]c(=S)n2-c2ccccc2)nnc1-c1ccccc1 | i | i | i | i | i | i | i | i | nt | i | 19.8
CCNC(=S)NC1CC2CCCC(C1)N2Cc1ccc(C)cc1 (configuration not stated) | i | i | i | i | i | i | i | i | 0.4 | i | 13.5
Cc1cc(C(=O)CSc2n[nH]c(N)n2)c(C)n1-c1cc(F)ccc1F | i | i | i | i | i | i | i | i | 1.0 | i | 5.3
O=C(Nc1cccc(F)c1)NC1CC2CCCC(C1)N2C1CC1 (configuration not stated) | i | i | i | i | i | i | i | i | 0.0 | i | 15.9
C=CC[n+]1c(-c2ccccc2)csc1NC(C)(C)C | i | i | i | i | i | i | i | -4.94* | 0.0 | i | 19.2
Cc1cc(/C=N/O)c(C)n1-c1cccc(Cl)c1 | i | i | i | i | i | i | i | i | -0.2 | i | 21.9
O=C(O)c1cccc(Cn2c(Cl)c(/C=N/NC(=O)c3cccc(O)c3)sc2=O)c1 | i | i | i | i | i | i | i | i | -0.1 | i | 30.2
Cc1cn(Cc2ccccc2Cn2cc(C)c(=O)[nH]c2=O)c(=O)[nH]c1=O | i | i | i | i | i | i | i | i | -0.1 | i | 3.4
CCN(CC(O)CON=C1c2ccccc2-c2ccccc21)S(=O)(=O)c1ccc(C)cc1 (configuration not stated) | i | i | i | i | i | i | i | i | nt | i | 16.7
COc1cc(C)ccc1OCCOCCOc1ccccc1[N+](=O)[O-] | i | i | i | i | i | i | i | i | 0.6 | i | -11.4
CCCc1cc(C(=O)Nc2c(C)n(C)n(-c3ccccc3)c2=O)no1 | i | i | i | i | i | i | i | i | -0.2 | i | 26.2
Cc1ccc(S(=O)(=O)NCC2CCC(C(=O)NCc3ccc4c(c3)OCO4)CC2)cc1 (configuration not stated) | i | i | i | i | i | i | i | i | 0.0 | i | 22.3
COc1ccc(-c2nnc(SC(C)C(=O)NCc3ccc4c(c3)OCO4)n2Cc2ccco2)cc1 (configuration not stated) | i | i | i | i | i | i | i | i | 0.1 | i | 22.2
Cc1cc(C(F)(F)F)nn1CC(=O)NNC(=S)Nc1ccc(Cl)cc1 | i | i | i | i | i | i | i | i | -0.5 | i | 16.4
S=C(NCc1ccccn1)Nc1ccccc1 | i | i | i | i | i | i | i | i | 1.6 | i | 21.0
NC(=O)N(CCC(=O)O)c1ccccc1 | i | i | i | i | i | i | i | i | -0.3 | i | 10.9
Cc1cccc(CN2CCN(CC(=O)N3CCCC3)C2=O)c1 | i | i | i | i | i | i | i | i | 0.1 | i | 6.9
CCOc1ccc(N2CC(O)=C(c3ccccc3)C2=N)cc1 | i | i | i | i | i | i | i | i | -0.1 | i | 9.0
COc1ccc(N2C(=NC(C)=O)SC3CS(=O)(=O)CC32)cc1OC (configuration not stated) | i | i | i | i | i | i | i | i | 0.3 | i | 28.9
CCCNC(=S)N1CCN(c2nc(C)nc3sc4c(c23)CCCC4)CC1 | i | i | i | i | i | i | i | i | -0.1 | i | 12.0
O=C(NC(=S)N1CCCC1)c1ccccc1 | i | i | i | i | i | i | i | i | -0.1 | i | 10.5
CCCSc1nc2sc3c(c2c(=O)n1CC)CC(C)(C)OC3 | i | i | i | i | i | i | i | i | -0.9 | i | 8.4
CC(=O)Oc1ccc(/C=N\NC(=O)c2cc3c(ccc4ccccc43)o2)cc1 | i | i | i | i | i | i | i | i | -0.3 | i | 35.8
CCCCc1nnc(NC(=O)c2ccc3c(=O)n4c(nc3c2)CCC4)s1 | i | -7.42* | i | i | i | i | i | i | -0.3 | i | 24.9
O=C(CSc1cccc[n+]1[O-])Nc1ccc(C(F)(F)F)cc1[N+](=O)[O-] | i | i | i | i | i | i | i | i | 0.6 | i | 26.4
O=C(c1ccco1)N1CCN(Cc2cc(=O)c(OCc3ccc([N+](=O)[O-])cc3)co2)CC1 | i | i | i | i | i | i | i | i | 0.2 | i | 17.8
Cc1nnc(NC(=O)C2CCCN(S(=O)(=O)c3ccccc3C(F)(F)F)C2)s1 (configuration not stated) | i | i | i | i | i | i | i | i | 0.2 | i | -3.0
Cc1ccc(C(=O)N2CCN(S(=O)(=O)c3ccccc3)CC2)s1 | i | i | i | i | i | i | i | i | 1.7 | i | 14.8
Cc1ccc(NNC(=O)c2ccc(Cl)cc2)nn1 | i | i | i | i | i | i | i | i | -0.2 | i | 16.7
C=CCN(C(=O)CNC(=O)c1ccco1)C(C(=O)NC1CCCC1)c1ccc(OC)cc1 (configuration not stated) | i | i | i | i | i | i | i | i | 0.0 | i | 31.3
N#CCc1ccc(NS(=O)(=O)c2cccs2)cc1 | i | i | i | i | i | i | i | i | -0.5 | i | 31.9
CC1CN(C(=O)Nc2ccc3c(c2)OCCO3)CC(C)O1 (configuration not stated) | i | i | i | i | i | i | i | i | -1.3 | i | 12.0
Cc1ccccc1CNC(=O)C(=O)NCC1CCCN1S(=O)(=O)c1cccs1 (configuration not stated) | nt | i | i | i | nt | i | i | nt | 3.9 | i | 19.0
O=C(Cc1ccc(Cl)cc1)NCCCNC(=O)c1cccnc1 | i | i | i | i | i | i | i | i | -1.5 | i | 3.0
Cc1nc2c(C#N)c(C)[nH]n2c(=O)c1Cc1ccccc1 | i | i | i | i | i | i | i | i | 0.1 | i | 19.3
O=S(=O)(c1ccc2oc3ccccc3c2c1)N1CCCC1 | i | i | i | i | i | i | i | i | -0.3 | i | 14.1
O=C(CC1Sc2ccccc2NC1=O)Nc1ccccc1[N+](=O)[O-] (configuration not stated) | i | i | i | i | i | i | i | -6.72* | 0.0 | i | 25.6

The list goes on:
Molecule | MrgX1 ag | TRPC6 inh | TRPC4 agonist | TRPC6 activator | MrgX1 PAM | TRPC4 inh | PolyA inh | MrgX1 antagonist | HIF activator | TRPC4 PAM | AI-2 QS mod
COc1ccc(/C=N/NC(=O)c2ccc(=O)[nH]n2)cc1OC | i | i | i | i | i | i | i | i | 0.1 | i | 30.7
Cc1ccnn1CC(=O)N/N=C/c1cn[nH]c1-c1ccc(F)cc1 | i | i | i | i | i | i | i | i | -0.2 | i | 16.8
CC1(C)CC(=O)C(N=Nc2ccc(F)cc2)=C(O)C1 | i | i | i | i | i | i | i | i | 0.0 | i | 6.5
Cc1ncc(C[n+]2csc(CCOC(=O)CC3C4CC5CC(C4)CC3C5)c2C)c(N)n1 (configuration not stated) | i | i | i | i | i | i | i | i | 0.3 | i | 10.1
COc1cc(NC(=O)C2CCCCC2)c(OC)cc1NC(=O)c1ccccc1 | i | i | i | i | i | i | i | i | 0.0 | i | nt
CSc1nnc(-c2sc3cc(C(F)(F)F)cnc3c2-c2ccccn2)n1C | i | i | i | i | i | i | i | i | -0.1 | i | 27.0
CCc1ccc(N2CC(C(=O)N/N=C/c3cc([N+](=O)[O-])ccc3O)CC2=O)cc1 (configuration not stated) | i | i | i | i | i | i | i | i | 0.8 | i | 22.0
CCN(CC)CCNC(=O)Cn1c(-c2ccccn2)nc2ccccc21 | i | i | i | i | i | i | i | i | -0.3 | i | 20.9
CCc1nnc(NC(=O)c2cccc(OC)c2)s1 | i | i | i | i | i | i | i | i | 0.9 | i | 15.6

An excerpt, so the mix of outcomes need not match the whole.
